Compound activity deposited in PubChem BioAssay by several laboratories.
DUSP3 inh – DUSP3 (human) phosphatase inhibition; recombinant VHR phosphatase, pNPP absorbance; inhibition, % at 13.3 µM; 290,000 tested, 0.52% active; in the data active = inhibition above about 50%; also: some compounds called inactive have numbers as strong as hits
Target sequence (P51452 whole entry, looked up): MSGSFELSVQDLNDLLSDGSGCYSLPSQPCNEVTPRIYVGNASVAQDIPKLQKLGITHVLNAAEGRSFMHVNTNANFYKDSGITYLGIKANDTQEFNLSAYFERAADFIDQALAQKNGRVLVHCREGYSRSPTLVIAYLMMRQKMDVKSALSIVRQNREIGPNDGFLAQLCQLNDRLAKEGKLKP
MazEF act – MazEF (E. coli) toxin RNase activation; FAM/BHQ RNA-DNA oligo cleavage fluorescence, 5 h; activation, % at 20 µM; 350,000 tested, 0.32% active; AID 504720; in the data active = activation above about 50%
UGM FP inh – blocks M. tuberculosis UGM enzyme. P9WIQ1. purified UGM, fluorescence polarization probe displacement. inhibition, % at 10 µM. 320,000 tested, 0.06% active; in the data active = inhibition above about 10%, passing the limit was not always enough
Mtb FBA inh – Mtb fructose-bisphosphate aldolase inhibition; P9WQA3; inhibition, % at 1 µM; purified M. tuberculosis FBA, fluorescence read-out; 360,000 tested, 2.3% active; in the data active = inhibition above about 27%;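 also: 0% = vehicle and 100% = reference inhibitor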
Target sequence (P9WQA3 whole entry, looked up): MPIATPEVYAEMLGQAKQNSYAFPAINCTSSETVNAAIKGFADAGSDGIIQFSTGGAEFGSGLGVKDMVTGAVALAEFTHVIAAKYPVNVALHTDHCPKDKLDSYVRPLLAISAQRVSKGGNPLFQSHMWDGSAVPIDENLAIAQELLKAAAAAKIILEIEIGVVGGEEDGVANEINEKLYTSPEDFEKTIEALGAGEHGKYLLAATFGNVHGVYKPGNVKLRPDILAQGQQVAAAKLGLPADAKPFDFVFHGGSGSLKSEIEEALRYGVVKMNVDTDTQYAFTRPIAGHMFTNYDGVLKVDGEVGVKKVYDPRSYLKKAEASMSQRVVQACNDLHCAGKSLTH
GDH-TPI inh – inhibits GDH-TPI coupling enzymes, artifact for Mtb FBA screen; GDH-TPI coupled enzyme counterscreen, NADH absorbance; inhibition, % at 4.8 µM; 360,000 tested, 1.2% active; in the data active = inhibition above about 30%;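 also: 0% = DMSO wells and 100% = wells lacking the enzyme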
BioA inh – BioA (M. tuberculosis) enzyme inhibition. inhibition, % at 9.99 µM. purified M. tuberculosis BioA enzyme, plate reader. 360,000 tested, 0.096% active. AID 602481; in the data active = inhibition above about 40%
SSB-PriA inh – blocks PriA binding to SSB C-terminal tail; AlphaScreen SSBct-PriA binding, biotinylated peptide; inhibition, % at 33 µM; 430,000 tested, 0.6% active; AID 1272365; in the data active = inhibition mostly above about 37%, no sharp cut-off; inactive = mostly below about 20%;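 also: plate controls were negative control peptide for no effect and reference peptide for full effect; strong numbers were not always called active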
SARS 3CLpro inh – SARS-CoV 3CLpro protease inhibition; recombinant SARS-CoV 3CLpro, quenched FRET peptide cleavage; inhibition, % at 6 µM; 290,000 tested, 0.14% active; AID 1706; in the data active = inhibition above about 12%
Rv3671c protease – inhibits the M. tuberculosis serine protease Rv3671c; P9WHR9; inhibition, % at 5.96 µM; 320,000 tested, 0.048% active; AID 2606; in the data active = inhibition above about 38%;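 also: extracellular domain of Rv3671c used as enzyme; 0% = enzyme with DMSO and 100% = no enzyme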
Target sequence (P9WHR9 whole entry, looked up, the tested form may be a part): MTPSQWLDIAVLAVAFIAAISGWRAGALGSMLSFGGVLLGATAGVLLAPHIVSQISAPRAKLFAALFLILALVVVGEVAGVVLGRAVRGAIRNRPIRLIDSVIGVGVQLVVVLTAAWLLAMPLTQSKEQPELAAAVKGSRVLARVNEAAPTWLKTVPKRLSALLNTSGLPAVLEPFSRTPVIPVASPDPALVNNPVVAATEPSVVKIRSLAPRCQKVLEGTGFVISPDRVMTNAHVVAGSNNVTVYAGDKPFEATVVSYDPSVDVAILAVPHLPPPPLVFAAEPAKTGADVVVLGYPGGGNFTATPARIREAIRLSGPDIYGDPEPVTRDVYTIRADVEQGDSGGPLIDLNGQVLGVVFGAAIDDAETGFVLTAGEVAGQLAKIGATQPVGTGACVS
BH1578 lux ind – induces V. cholerae light production without autoinducers | activation, % at 18.7 µM | V. cholerae BH1578 lux reporter, luminescence, 6 h | AID 588436 | 350,000 tested, 0.16% active; in the data active = activation mostly above about 9.7%, no sharp cut-off; also: not every result past the cut was called active; inactives centre near 0; reference of the scale not given here
Starred values were filed as active, the others as inactive; i = inactive; . = not tested or not shown; & = joins results of further samples. Some of the compounds tested; rates above refer to the full screens.

SMILES	DUSP3 inh	MazEF act	UGM FP inh	Mtb FBA inh	GDH-TPI inh	BioA inh	SSB-PriA inh	SARS 3CLpro inh	Rv3671c protease	BH1578 lux ind
CCN(CC)CCN1C(=O)C(=O)/C(=C(/O)c2ccc(F)cc2)C1c1cccnc1 (centres undefined)	-2	2	2.3	0	9	.	.	1	-4	-0.2
OC(CN1CCOCC1)Cn1c2c(c3ccccc31)CCCC2 (centres undefined)	-23	-18	3.1	6	6	-2.8	-3	2	-5	i
Cc1ccc(C)c(-n2c(Cc3cccs3)n[nH]c2=S)c1	0	3	0.9	0	3	0.6	3	-2	-2	13
CC(C)c1c(C(=O)N/N=C/c2cccs2)nnn1-c1nonc1N	32	15	1.0	0	24	4.8	.	-4	1	-6.7
COCC(=O)Nc1c(C(=O)Nc2ccc3c(c2)OCCO3)oc2ccccc12	15	18	-0.4	-2	15	.	3	1	2	-0.3
CCOC(=O)COc1ccc(CCNC(C)=O)cc1	0	12	-1.5	0	5	.	4	5	-4	-1.2
C[C@H](CO)N1C[C@H](C)[C@@H](CN(C)S(=O)(=O)c2ccc(F)cc2)Oc2ccc(NC(=O)C3CC3)cc2C1=O	.	8	-4.4	0	0	-1.1&-0.7	-5	.	9	-0.6
O=C(CCl)N(c1ccccc1)C1CCCCC1	10	4	-2.2	0	2	.	-20	2	4	-0.4
COC(=O)c1sccc1-n1cccc1C(=O)C(=O)N1CC(C)OC(C)C1 (centres undefined)	16	4	4.4	-2	11	-1.8	-5	0	-7	-0.4
CC(C)(C)n1nnnc1C(c1ccc(Cl)cc1)N(Cc1cccnc1)Cc1ccco1 (centres undefined)	22	-20	-1.6	1	0	.	-5	2	2	-1.1
CC(C)C(NC(=O)c1ccc2c(c1)OCCO2)c1nc2ccccc2[nH]1 (centres undefined)	-6	1	-0.2	-2	2	0.6	1	8	3	i
CC(NC(=O)c1cccnc1)C(=O)N1CCCCC1 (centres undefined)	20	-6	3.1	2	-12	-1.3	-1	2	-4	-0.3
Cc1nnc(SCC(=O)Nc2ccc(S(=O)(=O)N3CCCCC3)cc2)s1	27	-1	-3.1	0	3	1.5	-1	3	-2	i
CCn1c(O)c(C=Nc2ccccc2)n(-c2ccccc2)c1=S	-28	-11	0.1	0	15	0.7	-12	4	-2	0.4
Cc1c(N(C)S(=O)(=O)c2cccc(C(=O)NC(C)C)c2)c(=O)n(-c2ccccc2)n1C	17	-1	2.8	3	-1	-0.5	-4	5	-11	i
CN(C)c1nc(N)c([N+](=O)[O-])c(NCC2CCCO2)n1 (centres undefined)	27	1	3.3	-5	16	-1.5	-1	0	3	-0.3
O=C(NCc1ccccc1)c1onc(CSc2ccccc2)c1C(=O)NCc1ccccc1	.	-5	2.5	-3	9	-1.9	-1	.	-52	i
CNS(=O)(=O)c1cc(NC(C)=O)c(C)cc1C	10	4	0.7	1	8	.	-9	-2	-7	-0.2
OCCc1c[nH]c2ccc(OCc3ccccc3)cc12	9	5	0.5	1	-7	-0.3	4	4	5	i
COc1ccc(/C=N/NC(=O)CN2CCN(Cc3ccccc3)CC2)cc1Br	17	11	-1.7	0	4	.	i	-3	7	-0.5
CCCOc1ccc(C(=O)CCC(=O)OCC(=O)N2CC(=O)Nc3ccccc32)cc1	5	0	1.7	-3	-4	-0.7	-11	4	-14	0.3
COC(=O)c1cc(COC(=O)CNC(=O)c2ccc(Br)cc2)oc1C	.	-2	-4.4	-3	12	1.1	-2	.	1	-1.7
CCOc1ccc(-n2nnnc2SCC(=O)N2CCOCC2)cc1	18	0	1.9	-1	1	-1.3	-21	-1	-2	i
CSc1nc2nc3c(cc2c(=O)n1-c1ccccc1)COC(C)(C)C3	18	-17	4.7	2	15	.	-3	0	-7	-0.4
Cc1ccc(C(=O)/C=C/c2ccc3c(c2)OCCO3)c(O)c1	8	-1	0.8	2	2	1.2	-2	2	-1	0.2

The list goes on.
SMILES	DUSP3 inh	MazEF act	UGM FP inh	Mtb FBA inh	GDH-TPI inh	BioA inh	SSB-PriA inh	SARS 3CLpro inh	Rv3671c protease	BH1578 lux ind
COc1ccc(OC)c(NC(=O)C(=O)NNC(=O)C23CC4CC(CC(C4)C2)C3)c1	2	6	1.0	0	-1	-1.5	-8	-1	1	-0.1
CCN(c1ccc(OC)cc1)S(=O)(=O)c1nnc(NC(=O)COc2ccc(C)cc2)s1	-9	0	4.2	2	5	-2.9	-10	13*	-2	-0.3
COC(=O)c1cc(NS(=O)(=O)c2ccc(C)c3ccccc23)ccc1N1CCOCC1	4	4	0.4	-1	12	.	6	4	8	-0.4
COc1ccccc1C(=O)NNC(=O)C(=O)Nc1cccc(Cl)c1C	-19	3	1.8	-3	6	1.3	-9	7	-5	-0.5
COc1cccc(CC2(CO)CCCN(Cc3ccccc3-c3ccco3)C2)c1 (centres undefined)	5	3	-1.7	-4	5	.	4	8	-3	i
CS(=O)(=O)N(Cc1ccc(C(=O)NC2CCCCC2O)cc1)c1ccccc1 (centres undefined)	14	1	1.9	3	11	.	-2	0	9	-0.8
Cc1ccc(S(=O)(=O)N2CCN(CCC#N)CC2)cc1	-11	-2	1.3	4	-2	.	0	1	-3	-3.6
Cc1ccc(-c2ccc(=O)n(CC(=O)Nc3ccc4c(c3)OCCO4)n2)cc1	22	11	-2.0	3	1	.	-4	9	-2	i
Fc1ccc(-n2cnnn2)c(F)c1	26	4	1.7	1	6	-1.2	0	-1	-6	-3.3
Oc1ccc(NCc2cccc(OCc3ccccc3)c2)cc1	17	2	1.1	-5	-5	1.4	17	2	-11	-0.2
CCOCCOC(=O)c1cccc2c1-c1ccccc1C2=O	-5	-3	0.9	-3	10	1.8	-10	-2	-5	-0.3
COc1ccc2cc(CCNS(=O)(=O)c3c(C)cc(C)cc3C)c(=O)[nH]c2c1	24	9	1.3	12	14	-4.2	-9	-6	3	-4.0
COc1ccc2c(c1)/C(=C\c1cccc(/C=C3/C(=O)Nc4ccc(OC)cc43)n1)C(=O)N2	.	-12	.	-1	33*	.	-15	.	.	-0.8
CCOc1ccc(CCNC(=O)C2CC(=O)N(CCc3ccccc3)C2)cc1OCC (centres undefined)	-8	1	-1.1	1	4	-3.4	-12	-5	-4	-0.3
O=C(Nc1ccccc1C(=O)N1CCOCC1)C1CC(=O)N(c2ccc(F)cc2)C1 (centres undefined)	9	-1	-0.6	19	1	0.5	11	0	1	0.5
C=CCNC(=O)c1onc(CSc2ccccc2)c1C(=O)O	12	6	3.1	-2	3	0.1	1	5	0	-0.5
O=C1NC2(CCCCC2)C(=O)N1/N=C/c1ccccc1Br	10	-2	1.4	1	-7	0.2	.	-1	-3	0.4
COc1ccc(N(CC(=O)NC2CCCCC2)C(=O)CCCC(=O)Nc2ccccn2)cc1	2	2	-2.0	0	-1	-0.8	-3	4	-1	-0.6
Cc1ccc(CCNC(=O)CCNS(=O)(=O)c2ccc3c(c2)oc(=O)n3C)cc1	-11	1	0.6	1	-4	-1.4	-6	-6	-6	-0.4
COc1ccc(-c2cc(=O)oc(-c3cccc(C)c3)n2)cc1	18	-25	-1.4	0	6	.	-2	3	5	-1.0
CCN(CC)C(=O)N1CCC(NC(=O)Cc2ccccc2)CC1	50	-3	-3.4	2	8	.	11	0	0	-0.1
c1ccc(Cn2c(-c3cncs3)nc3ccccc32)cc1	9	4	1.1	1	-5	0.1	-4	2	-4	i
CCOC(=O)c1cnn(-c2ccccc2)c1-n1cccc1C(=O)C(=O)Nc1ccccc1C(F)(F)F	16	0	0.9	-1	8	0.2	19	-1	-13	3.8
CCOc1cc(C2NN=C(c3ccc(C)cc3)S2)ccc1O (centres undefined)	-8	6	0.8	4	34*	.	-12	12	6	-0.3
Cc1ccc(-c2nn(Cc3ccccc3)cc2C(=O)O)cc1	-11	-7	-0.1	2	6	.	-7	-1	4	-3.1

Next structures
SMILES	DUSP3 inh	MazEF act	UGM FP inh	Mtb FBA inh	GDH-TPI inh	BioA inh	SSB-PriA inh	SARS 3CLpro inh	Rv3671c protease	BH1578 lux ind
O=C(NCCO)C(=O)Nc1cc2c3c(c1)CCC(=O)N3CCC2	-3	7	-0.4	0	6	-0.9	-1	-4	-19	i
COc1ccc(C)cc1NC(=O)C(c1ccccc1)N1CCN(CC(=O)N2CCCC2)CC1 (centres undefined)	.	8	.	-2	-1	0.6	-4	.	.	i
O=C1c2cc([N+](=O)[O-])ccc2-c2cc(Br)c(N=C(NO)C(F)(F)F)cc21	.	13	.	-6	15	.	-6	.	.	1.2
CC(CCc1ccccc1)NC(=O)CCC(=O)N1CCC(C(N)=O)CC1 (centres undefined)	-8	5	0.2	-2	1	-1.0	-12	2	4	7.5
O=C(CN1CCC(C(=O)c2ccc3c(c2)OCCO3)CC1)NC1CCCC1	21	1	-1.7	0	13	.	-11	3	-5	-0.4
COCC(=O)Nc1ccc(S(=O)(=O)Nc2onc(C)c2C)cc1	.	8	.	-1	-4	-1.1	.	.	.	i
CCOC(=O)C1=C(C)N(C)C(=O)C1CC(=O)O (centres undefined)	3	0	0.9	1	13	-10.0	-11	1	-4	-2.9
CN(C)c1ccc(/C=N/NC(=O)c2ccc(-n3cnnn3)cc2)cc1	.	6	4.0	3	15	-2.1	.	.	-5	-0.3
COC(CNC(=O)Cn1ncc2ccsc2c1=O)OC	12	0	0.8	-18	-2	.	-11	0	14	i
CC(=O)Nc1cccc(NC(=O)COc2ccc3c(c2)OCO3)c1	7	-27	3.0	6	4	.	1	1	-3	i
COc1ccc(-c2nnc(SCCC(=O)O)n2C)cc1OC	31	-1	-0.3	5	0	2.6	-3&-1	5	1	-0.8
O=C(Nc1ccc2c(c1)N(Cc1ccccc1)C(=O)c1ccccc1S2)NC1CC1	17	9	1.6	-9	2	1.9	7	7	-42	-0.3
CCCC(C)C(=O)N(Cc1ccccc1)c1ccccn1 (centres undefined)	13	-11	-4.8	4	12	-0.7	4	1	1	-0.7
CC1CCN(CCNC(=O)c2ccc(NC(=O)C3CCCO3)cc2)CC1 (centres undefined)	16	-3	-0.7	5	4	-1.3	-6	0	-4	i
COC(=O)c1c(NC(=O)COC(=O)c2ccc(O)cc2)sc2c1CCCCC2	13	-5	1.3	-1	0	.	-13	-1	-10	i
O=C(C[n+]1cc(-c2ccc(Cl)c(Cl)c2)n2c1CCC2)N1c2ccccc2Sc2ccccc21	-10	16	-1.7	3	-1	.	8	1	2	-0.3
COCCCNC(=O)C(=O)Nc1cc2c3c(c1)CCN3C(=O)CC2	-20	-2	-0.8	-8	3	-2.8	-2	2	-2	i
NC(=O)c1nn(CC(=O)Nc2cccc(S(=O)(=O)N3CCCC3)c2)c(=O)c2ccccc12	.	2	-1.3	-2	2	0.0	-11	.	4	i
CC(C)(C)c1ccc(OCCC(=O)OCC(=O)Nc2ccc(N3CCOCC3)cc2)cc1	.	12	-1.6	-4	3	-0.7	0	.	14	-11
O=C(CN1CCN(Cc2ccccc2)CC1)N/N=C\C=C/c1ccco1	16	-1	1.8	0	43*	.	.	-3	-3	i

Structures from the list above that have two or more sulfur atoms:
SMILES	DUSP3 inh	MazEF act	UGM FP inh	Mtb FBA inh	GDH-TPI inh	BioA inh	SSB-PriA inh	SARS 3CLpro inh	Rv3671c protease	BH1578 lux ind
Cc1ccc(C)c(-n2c(Cc3cccs3)n[nH]c2=S)c1	0	3	0.9	0	3	0.6	3	-2	-2	13
Cc1nnc(SCC(=O)Nc2ccc(S(=O)(=O)N3CCCCC3)cc2)s1	27	-1	-3.1	0	3	1.5	-1	3	-2	i
CCN(c1ccc(OC)cc1)S(=O)(=O)c1nnc(NC(=O)COc2ccc(C)cc2)s1	-9	0	4.2	2	5	-2.9	-10	13*	-2	-0.3
